TRPML3 ag – human TRPML3 channel agonists, primary screen, cell-based, HEK293 TRPML3-YFP, Fluo-8 calcium fluorescence, 3 µM; Mucolipin-3 (Homo sapiens), Q8TDD5; 100% = the carbachol control signal; actives 0.29% (n = 220,000); activation, % at 3 µM;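 active = activation above its plate's cutoff, the mean activation of the plate's test wells plus 3 SD, cut at about 12% in these data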;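 note: 0% = DMSO only wells and 100% = carbachol wells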
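Material: TRPML3-YFP stable HEK293 cells | Dosing: One concentration, 3 µM nominal, 0.3% DMSO | Timing: 125 s total fluorescence read per well | Technique: Fluo-8 calcium dye fluorescence, ex 470-495, em 515-575 nm | Measure: Percent activation from peak-to-basal fluorescence ratio, scaled between DMSO and carbachol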
S1P4 antag – S1P4 receptor antagonists, primary screen, cell-based | actives 0.26% (n = 220,000) | Sphingosine 1-phosphate receptor 4 (Homo sapiens), O95977 | inhibition, % at 4.98 µM | S1P4-expressing cells, antagonist mode, reporter read-out; in the data active = inhibition above about 29%;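 note: 0% = wells stimulated with agonist and 100% = vehicle wells without agonist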
Target sequence (O95977 whole entry, looked up): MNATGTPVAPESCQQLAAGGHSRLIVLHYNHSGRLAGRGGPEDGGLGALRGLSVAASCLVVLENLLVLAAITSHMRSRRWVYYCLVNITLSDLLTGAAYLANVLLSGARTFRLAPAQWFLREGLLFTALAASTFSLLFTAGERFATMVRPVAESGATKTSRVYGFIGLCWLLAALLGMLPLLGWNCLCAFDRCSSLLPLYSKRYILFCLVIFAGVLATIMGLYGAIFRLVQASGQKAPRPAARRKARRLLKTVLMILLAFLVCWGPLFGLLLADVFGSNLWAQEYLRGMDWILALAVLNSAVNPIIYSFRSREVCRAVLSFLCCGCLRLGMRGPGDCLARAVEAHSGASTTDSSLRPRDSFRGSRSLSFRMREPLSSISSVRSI
TRPN1 ag – zebrafish TRPN1 channel agonists, primary screen, cell-based, HEK293, calcium fluorescence | HEK293 zebrafish TRPN1-YFP, Fluo-8 calcium fluorescence; 100% = response to 87 µM carbachol | activation, % at 3 µM | actives 0.18% (n = 220,000);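 active = activation above its plate's cutoff, the mean activation of test wells on that plate plus 3 SD, cut at about 19% in these data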;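 note: 0% = DMSO alone and 100% = 87 µM carbachol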
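Material: zebrafish TRPN1-YFP in HEK293 cells; Doses: single test compound dose, 3 µM nominal, 0.3% DMSO; Timing: dye loading 1 h at 37 °C, then 30 min room temperature; Technique: intracellular calcium fluorescence with Fluo-8; Benchmarks: high carbachol 87 µM, low DMSO alone.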
EP2 modulator – EP2 receptor modulators, cAMP readout, primary screen, cell-based, HTRF cAMP, PGE2 stimulation; EP2-expressing cells, cAMP HTRF FRET, PGE2 co-stimulation; actives 0.83% (n = 260,000); induction, % at 25 µM;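 active = compounds whose cAMP rise, as percent of the full-agonist control response, exceeds 60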;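 note: rat C6 glioma line stably carrying human EP2 under a CMV promoter; the protocol text gives 20 µM as final concentration; 100% = response of wells given 1 µM PGE2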
Target sequence (P43116 whole entry, looked up): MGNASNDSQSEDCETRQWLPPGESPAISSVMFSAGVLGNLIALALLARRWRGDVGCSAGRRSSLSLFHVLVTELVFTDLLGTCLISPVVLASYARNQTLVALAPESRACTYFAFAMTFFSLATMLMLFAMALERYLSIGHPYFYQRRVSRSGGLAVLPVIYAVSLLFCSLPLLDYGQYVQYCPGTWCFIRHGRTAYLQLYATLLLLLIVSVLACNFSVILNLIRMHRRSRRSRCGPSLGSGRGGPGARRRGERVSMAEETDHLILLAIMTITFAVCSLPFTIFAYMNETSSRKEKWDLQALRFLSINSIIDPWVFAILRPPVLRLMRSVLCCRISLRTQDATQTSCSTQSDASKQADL
PERK inhibitor – block of dimerizer-induced PERK translation repression, primary screen, PERK inhibitor project, CHO PERK-DD cells, SEAP luminescence, HTS | CHO PERK-DD fusion, SEAP luminescence translation reporter | inhibition, % at 5.6 µM | actives 0.17% (n = 220,000) | AID 1416, 2008;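 active = inhibition above the mean inhibition of all tested compounds plus 3 SD, set separately per screening campaign, cut at about 2.9% in these data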;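 note: PERK kinase domain activated by AP20187 dimerizer at 100 nM; 0% = DMSO with dimerizer and 100% = rapamycin at 8.4 µM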
BaF3 tox – parental Ba/F3 cell viability inhibition, counter-screen for JAK2V617F inhibitor project, murine pro-B, CellTiter-Glo luminescence; actives 1.1% (n = 220,000); CellTiter-Glo ATP luminescence; AID 1486, 2009; inhibition, % at 5.6 µM;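 active = inhibition above a per-campaign cutoff, the mean inhibition of all tested compounds plus 3 SD, cut at about 27% in these data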;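 note: 0% = DMSO wells and 100% = JAK Inhibitor I control wells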
m-calpain inh – inhibitors of pig calpain II, primary screen, biochemical, fluorogenic peptide substrate, 1536-well; purified calpain II, 30 min; inhibition, % at 16 µM; actives 0.37% (n = 220,000); AID 1236, 2008;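 active = inhibition above about 50%, limit read from the data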
Ba/F3 V617F tox – reduced viability of JAK2V617F-dependent Ba/F3 cells, primary screen, JAK2V617F inhibitor project, cell-based, Ba/F3 EpoR-JAK2V617F, luminescence; ATP luminescence; inhibition, % at 5.6 µM; actives 1.1% (n = 220,000);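 active = inhibition above the campaign mean plus 3 SD over all tested compounds, cut at about 24% in these data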;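 note: cytokine-independent growth of Ba/F3 cells driven by EpoR plus mutant JAK2; 0% = DMSO-treated cells and 100% = JAK inhibitor I control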
S1P4 ag – S1P4 receptor agonists, primary screen, cell-based | Sphingosine 1-phosphate receptor 4 (Homo sapiens), O95977 | S1P4-expressing cell line, agonist reporter assay | activation, % at 4.98 µM | actives 0.35% (n = 220,000) | AID 1509, 2009; in the data active = activation above about 11%;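 note: 0% = DMSO vehicle and 100% = reference agonist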
* marks the source's active call; other numbers are inactive results; & = joins results of further samples.

SMILES	TRPML3 ag	S1P4 antag	TRPN1 ag	EP2 modulator	PERK inhibitor	BaF3 tox	m-calpain inh	Ba/F3 V617F tox	S1P4 ag
CC(=O)Nc1ccc(S(=O)(=O)c2ccc(C)cc2)cc1	0.8	-2	1.9	-14	-0.2	3	12	4	-0.4
CC1CCC(C(C)C)C(OCC[N+](C)(C)C)C1 (stereo not given)	0.0	-15	0.2	16	-0.7	42*	14	37*	-2.1
C=CCn1c(SCC(=O)c2cc(C)n(C(C)COC)c2C)nc2sc(C)c(C)c2c1=O (stereo not given)	0.2	-11	-0.3	-16	-0.5	1	18	-3	1.6
Fc1ccccc1-n1c(-c2ccc3ccccc3n2)n[nH]c1=S	1.7	-9	-0.2	42	1.5	2	-27	-3	0.4
Fc1ccc(COc2ccc(Cl)cc2/C=N/Nc2nc(N3CCCC3)nc(N3CCCC3)n2)cc1	0.7	-18	-0.3	23	-0.1	-1	-111	-4	4.2
CN(C(=O)Cn1nnc(-c2cccc(C(F)(F)F)c2)n1)C1CCCCC1	0.6	1	1.3	17&-29	-0.7	2	-11	4	-1.2
COc1ccc(CCC(=O)N2CCc3ccccc32)cc1	-1.0	-12	-2.5	19	1.1	4	16	-2	-1.3
C=CCNC(=O)c1ccc(-c2ccc([N+](=O)[O-])cc2)o1	-0.1	-4	1.2	14	1.0	8	-13	-4	-2.0
Nc1c(S(=O)(=O)c2cccs2)c2nc3ccccc3nc2n1Cc1cccs1	-0.5	-1	1.0	11	-1.1	2	-151	3	-2.2
CCn1c(SCC(=O)Nc2sc3c(c2C#N)CCC(C(C)(C)C)C3)nnc1-c1ccco1 (stereo not given)	0.8	-9	0.2	46	0.8	-2	-114	1	3.1
COc1ccc(OC)c(C(=O)c2ccccc2)c1	-1.0	-28	-2.4	58	0.5	-1	-2	-5	-2.6
COc1cccc(NC(=O)CSc2nnc(-c3ccc(C)cc3)o2)c1	-0.3	-8	-1.1	28	1.5	0	13	-2	-1.8
N#Cc1cccn1-c1nccc(-c2cccs2)n1	-0.4	-4	-1.4	-25	0.0	4	1	3	2.2
O=c1c2[nH]c3ccccc3c2ncn1Cc1ccccn1	0.7	4	1.0	-1	0.5	7	-36	-1	1.6
COc1ccc(CN2CCN(C(C)C)C(CCO)C2)cc1Cn1cncn1 (stereo not given)	0.5	-2	1.1	3	0.1	6	-3	-2	0.0
CCOCCCNC(=O)c1c(C)[nH]c(C(=O)OCC)c1C	0.5	11	-0.7	25	0.2	0	-14	-6	0.5
CC(C)c1ccc(O)c(NC(=O)c2cncc(Br)c2)c1	-0.9	1	0.6	-34	1.5	7	14	1	-1.9
C[N+]1(CCCCSc2ccc(O)cc2)CCCCC1	0.8	-31	0.1	-4&6	0.4	1	-1	18	0.5
CCc1c(C)sc(NC(=O)c2ccco2)c1C(=O)N1CCOCC1	0.3	-14	0.2	-1	0.1	3	-14	-4	-1.2
O=C(Nc1ccccc1C(=O)N1CCOCC1)C1CCCO1 (stereo not given)	0.1	2	0.4	13	0.2	3	-6	2	-1.1
COc1ccc2[nH]c(=O)c(CNc3ccccc3)cc2c1	0.6	7	-1.2	5	0.8	0	-16	-5	-0.6
COc1cccc(N(CC(=O)Nc2cccc(C(C)=O)c2)S(C)(=O)=O)c1	0.9	8	1.9	-5	0.7	7	-27	-1	-2.2
O=S(=O)(NCc1csc(-c2cccnc2)n1)c1ccc2c(c1)OCCO2	0.7	-15	0.5	1	0.1	4	4	-2	-0.9
O=c1c(Cc2c(F)cccc2Cl)c(O)ccn1C1CC1	0.3	-2	0.1	22	0.5	8	-22	1	-1.1
Cc1cc(C)cc(N(C(=O)c2sc(C)nc2C)C(C(=O)NCc2ccco2)c2ccccc2)c1 (stereo not given)	-0.2	2	-0.7	10	-0.3	9	-4	7	-1.5
CCCCC(=O)NC(c1cccc([N+](=O)[O-])c1)c1c(OC(C)=O)ccc2ccccc12 (stereo not given)	-1.7	-14	-1.9	59	-1.0	7	-23	4	0.5
CSc1nncn1/N=C/c1ccc([N+](=O)[O-])cc1	0.3	12	0.2	6	0.0	0	-7	-1	1.6
Cc1noc(NS(=O)(=O)c2ccc(NC(=O)CS(=O)(=O)c3ccccc3)cc2)c1C	1.0	-7	1.4	15	0.2	4	15	-2	-1.7
C#CCNC(=O)C1=C[C@@H](c2cn(C(C)=O)c3ccccc23)C[C@@H](OCc2ccc(CO)cc2)O1	1.2	-12	4.0	-21	-0.1	0	-24	-1	-0.3
COCCCNCCOc1ccccc1-c1ccccc1	4.5	-11	1.3	-10	-1.9	5	16	4	-1.0
Cc1cccc(-c2noc(Cc3ccc(Cl)cc3)n2)c1	0.1	-21	-0.4	-5	1.2	1	-28	-5	-2.4
O=C1NC(=Nc2ccccc2)SC1Cc1ccccc1 (stereo not given)	-1.0	-2	0.6	25	1.4	3	-17	-1	1.0
COC(=O)Cn1cc(C(=O)OC)c2ccccc21	-0.2	-9	0.3	6	1.2	12	-5	8	-1.7
CC(C)CN1C(=S)SC(C)(C)C1n1oc(=O)n(-c2ccccc2)c1=O (stereo not given)	0.3	-18	0.8	4	0.7	6	-1	-3	-0.7
COC(=O)c1c(C)oc(C)c1S(=O)(=O)NC(c1ccccc1)c1ccccc1	-0.3	-11	-0.6	42	0.5	-1	30	-1	0.2
Cn1c(SCC(=O)N2CCN(c3ccccc3)CC2)nnc1-c1ccccc1	0.7	0	2.2	9	0.3	0	-10	-1	0.5
Cc1cc(C)nc(SCCC(=O)Nc2ccccc2C)n1	-0.2	-16	-1.0	-2	1.1	-1	-12	1	1.1
Cc1cc(C)cc(Nc2ccc(C(=O)O)cc2N)c1	1.0	20	-0.1	7	0.7	4	-117	-3	-0.9
CCCc1nnc(SCC(=O)N2C(C)CCCC2C)n1CC (stereo not given)	20*	-4	38*	15	0.5	2	5	-2	0.5
COCNc1nc(OCC#N)nc(N(C)C)n1	0.4	3	0.9	36	0.8	0	14	-1	-0.4
COCCNC(=S)N/N=C(\C)c1cccc(C(F)(F)F)c1	-0.9	-4	-1.9	0	1.1	2	0	-6	1.0
COc1ccccc1N1CCN(CC(=O)c2c(C)n(C)c3ccccc23)CC1	-0.2	-23	-1.3	-6	-0.2	0	-12	2	-0.9
CSc1cccc(-n2cc(-c3ccc4c(c3)OCO4)[nH]c2=O)c1	0.3	6	1.2	-36	0.7	29*	-33	2	1.5
COC(=O)c1ccccc1NC(=O)C1CCCN(S(=O)(=O)c2ccccc2)C1 (stereo not given)	-0.8	11	-1.0	14	-1.2	5	-4	0	-1.4
CCCN(Cc1cc2ccc(C)cc2[nH]c1=O)S(=O)(=O)c1ccccc1	0.7	3	-0.6	-3	-1.0	4	-6	1	0.6
CCOCCCNC(=S)NNC(=O)CCn1nc(C)c(Br)c1C	0.0	-9	0.9	-17	-0.8	6	17	2	-2.6
Cc1c([N+](=O)[O-])cc(C(=O)N2CCOCC2)cc1[N+](=O)[O-]	0.5	-20	-0.9	-1	1.6	2	-2	-4	0.9
O=C(CN1CCCC1)Nc1cc(C(F)(F)F)ccc1Cl	0.4	0	-0.4	20	0.3	0	5	-2	0.4
CSc1cc(C)[nH]c(=O)n1	0.8	-14	1.2	26	1.0	3	-8	2	-0.5
COCCN1C(=O)/C(=C/c2ccc(OCc3ccc(C(=O)O)cc3)c(OC)c2)SC1=Nc1ccccc1	0.2	-8	-0.2	29	0.5	6	-8	3	-0.1
More entries follow.
SMILES	TRPML3 ag	S1P4 antag	TRPN1 ag	EP2 modulator	PERK inhibitor	BaF3 tox	m-calpain inh	Ba/F3 V617F tox	S1P4 ag
COC(=O)c1ccc(NC(=S)N2CCN(Cc3ccccc3)CC2)cc1	1.2	-8	-0.5	-23	-0.5	0	-10	-1	0.7
c1ccc(Cc2nnc(Sc3ccccc3)c3ccccc23)cc1	0.5	-1	-1.6	69*	0.8	9	-20	-1	0.7
COc1ccc(CNC(=O)CSc2nnc3nc(C)cc(C)n23)cc1OC	0.4	-29	0.4	5	0.4	-1	-19	4	0.0
Cc1ccc(OCCSc2ncccn2)c(C)c1	0.3	-2	-0.2	10	1.6	6	12	0	-0.2
COc1ccc(C(=O)N/C(=C\c2cc(OC)c(OC)cc2[N+](=O)[O-])C(=O)NCC(=O)O)cc1	0.5	10	2.2	20	0.1	7	-35	-3	0.4
O=C(Nc1ccccc1C(F)(F)F)C1CC(=O)N(c2ccccc2F)C1 (stereo not given)	1.3	-13	0.7	11	1.0	-2	-36	-1	1.2
Cc1cc(C)cc(OCC(=O)NNC(=O)c2cc3ccccc3oc2=O)c1	-0.1	6	-0.4	-12	-0.7	2	-21	4	-3.0
COc1ccc(OCC(=O)Nc2sc3c(c2C(=O)NCC2CCCO2)CCC3)cc1 (stereo not given)	0.1	-11	-0.8	0	0.3	3	-12	-6	0.6
